# Screens: PubChem, Broad Institute
# XiGFP reactiv: reactivates the inactive X chromosome in mouse fibroblasts | XiGFP mouse fibroblasts, % GFP-positive cells imaging, 3 d; cells co-treated with 5-aza-dC sensitizer; scaled so ellipticine positive control = 100% | activation, % at 7.58 µM | 360,000 compounds, 0.055% hits;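 active means mean normalized replicate activation at least 10% and every replicate at or above 10%; inconclusive means only one of the two criteria met; inactive means mean below 10% and not all replicates reach 10%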;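 further: 0% = median of on-plate neutral control wells and 100% = ellipticine 6 µM median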
#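 Material: XiGFP fibroblasts, SV40-immortalized. Buffer or medium: DMEM plus 5-aza-dC sensitizer. Compound: single concentration per compound, delivered by pin transfer. Times: 3 days compound exposure. Controls: ellipticine 6 µM.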
# S100A4 MyoIIA: S100A4-myosin IIA interaction inhibition; 360,000 compounds, 0.14% hits; AID 652163; S100A4/TAMRA-MyoIIA peptide fluorescence polarization; inhibition, % at 10.7 µM;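 active means mean inhibition of at least 70% across replicates, with every replicate also reaching that level; inconclusive means mean inhibition reaches 70% but some replicates fall short; inactive means mean inhibition below 70%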
# Target sequence (P26447 whole entry, looked up): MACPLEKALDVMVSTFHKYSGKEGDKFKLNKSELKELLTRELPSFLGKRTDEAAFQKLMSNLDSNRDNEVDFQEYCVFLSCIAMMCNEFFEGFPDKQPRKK
#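 Material: human S100A4 monomer with TAMRA-labelled myosin IIA peptide; buffer or medium: HEPES pH 7.2 with CaCl2, KCl, NaCl, DTT, Triton; compound dosing: one concentration per compound; schedule: 5 min incubation before reading; benchmarks: neutral control DMSO, positive control TFP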
# RAD52 anneal inh: inhibitors of human RAD52 DNA annealing; inhibition, % at 18.7 µM; recombinant RAD52 DNA annealing, FRET fluorescence; 360,000 compounds, 0.46% hits;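 active means every replicate showing at least 50% inhibition; inconclusive means mean inhibition at least 50% but not in every replicate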
# EWS-Fli block: EWS/Fli transcriptional activity inhibition. 350,000 compounds, 0.67% hits. inhibition, % at 12.6 µM. A673 NR0B1-luciferase reporter, viability-normalised;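 active means mean inhibition of at least 50% after viability correction, with every replicate also passing that limit; inconclusive means mean reaches 50% but only one of two replicates passes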;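 further: firefly luciferase signal divided by Alamar Blue viability fluorescence both relative to DMSO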
# FN deposit inh: fibronectin deposition inhibition. AH1F fibroblasts, Alexa488-fibronectin deposition fluorescence, overnight. inhibition, % at 12.6 µM. 350,000 compounds, 0.086% hits;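 active means mean inhibition across replicates of 30% or more, regardless of how many single replicates reach that level; inconclusive means mean under 30% yet at least half of replicates reach 30%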;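 further: positive control wells lacked labelled fibronectin entirely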
#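 Material: AH1F fibroblasts assembling fluorescent fibronectin matrix; amount: 10000 AH1F cells/well; medium: DMEM, 2% serum; reagent: Alexa488-fibronectin, 24 nM final in well; dosing: single compound dose, delivered by pin transfer; incubation: 1 h adhesion, overnight exposure; detection: fluorescence after three HBSS washes, excitation 485 nm, emission 525 nm; measure: fibronectin deposition inhibition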
# RAD54 inh: RAD54 (human) branch migration inhibition; Q92698; RAD54 Holliday junction branch migration, FAM/BHQ fluorescence; inhibition, % at 10.4 µM; 360,000 compounds, 0.14% hits; AID 602329;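 active means mean normalized replicate activity at least 40 and at least half of replicates scoring 40 or more; inconclusive means only one of the two criteria met; inactive means mean below 40 and under half of replicates reaching 40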;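 further: 0% = median of neutral control wells and 100% = median of positive control wells; inhibitors cause a drop in the FAM fluorescence signal; in these data hits start at about 50%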
# esBAF inh: SWI/SNF esBAF complex inhibition. mouse ES cells, Bmi1-luciferase knock-in reporter, 24 h; 100% = twice the neutral-well signal. reporter increase, % at 12.5 µM. 350,000 compounds, 2% hits; in the data active means activation above about 40%; inconclusive means no clear call, values can overlap the other calls;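 further: 0% = median of the plate's neutral control wells and 100% = double that signal; a rise in the Bmi1 reporter signal indicates esBAF inhibition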
# E-sel inducer: E-selectin induction on HUVECs. P16581. HUVEC E-selectin immunofluorescence imaging; normalized: neutral wells 0, TNF-alpha wells 100. activation, % at 7.58 µM. 260,000 compounds, 0.37% hits. AID 686992;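 active means mean E-selectin-positive cell signal at least 10% of the positive control, reached in at least 60% of replicates, without over 20% cell loss; inconclusive means no rule given, readout overlaps actives, possibly toxicity-flagged; inactive means the rest, including those meeting only one limit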;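 further: in these data hits start at about 27%; measured in HUVEC primary endothelial cells; signal is the percent of cells scored E-selectin positive by PE staining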
# Target sequence (P16581 whole entry, looked up): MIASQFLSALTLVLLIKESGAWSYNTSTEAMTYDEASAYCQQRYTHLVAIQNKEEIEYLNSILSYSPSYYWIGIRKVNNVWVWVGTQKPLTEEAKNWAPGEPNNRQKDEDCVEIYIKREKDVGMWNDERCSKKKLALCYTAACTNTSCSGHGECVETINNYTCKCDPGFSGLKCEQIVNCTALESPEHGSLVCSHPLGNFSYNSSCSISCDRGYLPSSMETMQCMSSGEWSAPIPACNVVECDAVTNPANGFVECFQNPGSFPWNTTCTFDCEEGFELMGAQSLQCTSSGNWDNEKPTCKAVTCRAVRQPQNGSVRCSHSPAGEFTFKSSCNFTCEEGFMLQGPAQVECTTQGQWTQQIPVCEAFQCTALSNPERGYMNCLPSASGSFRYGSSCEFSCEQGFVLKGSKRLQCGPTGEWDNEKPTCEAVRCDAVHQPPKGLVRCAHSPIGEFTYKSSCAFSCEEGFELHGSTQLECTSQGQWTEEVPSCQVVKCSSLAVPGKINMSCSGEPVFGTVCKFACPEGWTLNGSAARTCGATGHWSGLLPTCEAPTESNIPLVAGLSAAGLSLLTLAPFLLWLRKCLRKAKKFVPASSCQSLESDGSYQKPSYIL
#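 Test system – human umbilical vein endothelial cells (HUVEC), E-selectin induction · Input – 3,000 HUVEC seeded per well · Buffer or medium – EGM-2, gelatin · Compound dosing – single-point compound dose · Detection – immunofluorescence imaging · Measure – percent E-selectin-positive cells · Controls – TNF-alpha high, DMSO low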
# Active calls of the source: *; ? = inconclusive; / = no result given; & = joins results of further samples.
# Results follow in this order: E-sel inducer, RAD54 inh, EWS-Fli block, XiGFP reactiv, S100A4 MyoIIA, RAD52 anneal inh, esBAF inh, FN deposit inh
- CCOc1ccc(N2CC(C(=O)Nc3ccc4c(c3)OCO4)CC2=O)cc1 (stereo not given)
  -2.8, /, 3.4, 0.2, 14.6, -24.4, /, 2.3
- CN(C)c1ccc(/C=N/NC(=O)C[n+]2ccccc2)cc1
  13.4, 0.7, -4.1, 0.3, -7.3, 2.0, 6.3, -0.9
- COc1cc(C(c2c(O)nc(SC)[nH]c2=O)c2c(O)nc(SC)[nH]c2=O)cc(OC)c1OC
  /, 1.7, -7.6, -0.1, -1.5, -17.1, -3.0, -8.7
- Cc1cc(C)cc(N(C(=O)c2snc(C(N)=O)c2N)C(C(=O)NCC2CCCO2)c2ccc(C)o2)c1 (stereo not given)
  /, 25.9, -1.4, 0.2, 1.1, -21.1, -2.9, -7.6
- CC1CCCN(c2cccc3c2S(=O)(=O)N([C@H](C)c2ccccc2)C[C@@H](COCc2ccccc2)O3)C1 (stereo not given in full)
  /, /, 17.8, 0.1, -2.9, -47.4, /, 1.6
- COc1ccc(S(=O)(=O)NC(=O)C2(C)CCN2C(=O)Cc2ccccc2)cc1OC (stereo not given)
  -0.2, -9.3, 4.1, 0.2, -4.1, 1.4, -1.9, 6.1
- CCCNC(=O)Nc1ccc2c(c1)C(=O)N(C)[C@@H]1CC[C@H](CC(=O)NCc3ccccc3)O[C@@H]1CO2
  -0.1, -15.0, 0.1, 0.3, -0.8, 1.7, 6.1, -2.5
- COc1cc(C=O)ccc1OCc1ccncc1
  0.0, /, -11.4, 0.0, 2.3, -18.8, -1.6, 5.1
- COc1ccc(CC2(CO)CCN(Cc3cnn(-c4ccc(F)cc4)c3)CC2)cc1
  3.0, 4.1, 23.1, 0.1, 2.5, -5.3, 0.5, -7.2
- COc1ccc2cc(C(=O)NCc3ccccc3)[nH]c2c1
  0.1, 0.2, -19.8, 0.2, 2.4, -4.0, 24.1, 1.6
- CC1CCCN(C(=O)CSc2nc3ncccc3[nH]2)C1 (stereo not given)
  3.2, /, -21.6, 0.0, 2.1, -11.4, /, -4.7
- CN(C)C(=O)C[C@@H]1CC[C@H]2[C@@H](COC[C@@H](O)CN2C(=O)C2CC2)O1
  0.0, -5.3, 22.9, 0.0, ?, -3.4, -5.0, 5.5
- Cc1ccc(S(=O)(=O)N2CCOCC2)cc1NC(=O)COC(=O)c1cncc(Br)c1
  /, 4.3, -5.4, 0.5, -2.0, -33.6, -4.6, 1.4
- COc1cccc(CN2CC3(CN(S(C)(=O)=O)C3)c3c(n(C)c4cc(OC)ccc34)[C@H]2CO)c1
  -0.5, /, 9.9, 0.2, 0.0, -15.3, /, /
- CCC1Oc2ccc(C)cc2N(CC(=O)NCC2CCCO2)C1=O (stereo not given)
  2.0, 3.2, -1.1, 0.0, 0.3, -6.3, -4.1, 1.4
- Cc1ccc(C(=O)CSc2nnc(N)s2)c(C)c1
  -0.7, -2.3, -34.9, 0.3, 0.1, -3.3, 60.7*, /
- COc1ccccc1OCCC(=O)OCC(=O)NCc1ccc(F)cc1
  -0.3, -9.9, 0.2, 0.8, 0.7, 4.7, 1.8, -1.5
- CCC(C)NC(=O)C1CCN(CCCc2ccccc2)CC1 (stereo not given)
  /, 6.1, -5.6, 0.1, -7.2, 1.3, -3.9, 2.3
- C[C@@H]1CCCCO[C@@H](CN(C)Cc2ccc3c(c2)OCO3)[C@@H](C)CN([C@@H](C)CO)C(=O)c2cc(NS(=O)(=O)c3ccc(F)cc3)ccc2O1
  /, -3.8, 5.0, 0.2, -7.0, 7.0, 1.2, -4.9
- COCC(=O)N1CC(=O)N2[C@@H](CO)[C@@H](c3ccc(C#CC4CCCCC4)cc3)[C@@H]2C1
  -0.1, /, 5.1, 0.1, 4.3, -8.2, /, /
- O=C(C1CCC1)N1CC2(C1)[C@@H](c1ccccc1)[C@@H](CO)N2Cc1ccc(Cl)cc1
  0.1, /, -0.7, 0.2, -32.1, 66.7*, /, 2.4
- COc1ccc(CCNC(=O)C(=O)NCC2OCCN2S(=O)(=O)c2ccccc2)cc1OC (stereo not given)
  -0.1, -6.5, -3.6, 1.1, -3.8, -9.3, -5.3, -6.5
- COc1ccc(OC)c(CN2CCN(C(=O)CNC(=O)c3ccc(C(C)(C)C)cc3)CC2)c1
  /, 1.7, -4.4, 0.1, -10.6, 6.3, 4.0, 2.2
- COc1ccccc1-n1cnc2cc(NS(=O)(=O)c3ccc(Br)cc3)ccc21
  /, -6.9, /, /, 0.8, 1.0, -5.2, -1.2
- CN(C)c1ccc(CC(=O)N2CCCC(c3cc(C(=O)Nc4ccccc4)no3)C2)cc1 (stereo not given)
  -0.3, 9.1, -33.3, -0.1, 1.0, -27.2, 19.2, /
- Cc1ccc2oc(C(=O)N3CCN(Cc4ncccc4C)CC3)c(C)c2c1
  -0.3, -1.0, -8.5, 0.1, -3.2, -22.4, -5.6, 2.8
- COc1ccc(C(O)c2nc(-c3cc(F)cc(F)c3)cs2)cc1 (stereo not given)
  0.4, 4.6, -3.4, -0.2, 8.0, -29.2, 2.6, 3.5
- O=C(COc1ccccc1Cl)Nc1ccc(S(=O)(=O)N2CCOCC2)cc1
  /, 1.6, 0.1, 0.2, 2.2, -10.6, -2.7, 7.4
- O=C(CNC(=O)c1ccc(N2CCCC2=O)cc1)Nc1ccc(F)c(F)c1F
  /, 3.7, -4.8, 0.0, 2.3, -7.7, -4.4, 18.4
- Cc1ccc(S(=O)(=O)N(C)CC(=O)Nc2ccc(C)cn2)cc1
  -1.1, /, -31.5, -0.1, -0.9, -15.8, 18.3, -0.6
- CCCNC(=O)Nc1ccc2c(c1)C(=O)N(C)C[C@H](OC)[C@@H](C)CN(C)[C@@H](C)CO2
  -0.2, 7.3, 17.5, -0.1, 5.9, 9.9, -1.7, -0.1
- CCC(C)NC(=O)CNC(=S)N(Cc1ccc(F)cc1)C1CCCCC1 (stereo not given)
  0.0, /, 5.3, 0.2, -1.4, -6.0, /, -2.8
- COc1cccc(NC2=NCCCCC2)c1
  /, -9.7, 11.6, 0.1, -3.5, 5.9, -2.6, -1.6
- C[C@@H]1CN([C@H](C)CO)C(=O)c2cc(NS(C)(=O)=O)ccc2O[C@H]1CN(C)Cc1ccc2c(c1)OCO2
  -0.7, -6.7, /, -0.1, -4.0, 9.4, -1.1, /
- O=C(CSc1cn(CCNC(=O)c2ccc3ccccc3c2)c2ccccc12)NCc1ccco1
  0.0, -1.4, -32.1, 0.6, 2.0, -32.7, 15.1, 4.1
- C[C@@H]1CCCCO[C@@H](CN(C)S(=O)(=O)c2ccccc2)[C@H](C)CN([C@H](C)CO)C(=O)c2cc(NC(=O)CCCN(C)C)ccc2O1
  -0.1, 1.0, -5.7, 0.1, 4.6, 16.6, 0.7, 0.3
- C[C@H](CO)N1C[C@H](C)[C@@H](CN(C)C(=O)CN2CCOCC2)Oc2ncc(-c3cncnc3)cc2C1=O
  -0.2&1.1, -2.5&13.3&-1.4, 2.7&4.5&-4.0, -0.6, 4.6&1.4&-4.0, -12.4&-2.0&-16.2, -1.5&-12.5&-1.3, -0.4&-2.0
- O=C(Cc1cccc(NC(=O)C2CCN(C(=O)C3CCC3)CC2)c1)Nc1cccc(C(=O)N2CCOCC2)c1
  /, -9.2, -2.5, 0.1, 7.5, -5.5, -1.3, -0.6
- COCCNS(=O)(=O)c1ccc2c(c1)Cc1cc(S(=O)(=O)NCCOC)ccc1-2
  /, 4.3, 7.2, 0.0, 2.5, -18.5, -5.7, 1.3
- C=CCN1CCN(C(=O)CSc2ccccc2)CC1
  /, 0.5, -58.7, 0.1, -3.4, -11.8, 22.0, 1.5
- CCCN1C2CCCC1CC(NC(=S)NCCCOCC)C2 (stereo not given)
  /, /, -13.3, 0.3, 1.1, 5.1, /, -5.5
- CN(C)c1ccc(NC(=O)CSc2nc(C3CC3)nc3ccccc23)cc1
  /, -3.0, 13.0, 0.1, 3.5, -2.0, 15.8, 8.9
- S=c1[nH]nc(-c2ccc3ccccc3n2)n1-c1ccccc1Cl
  -1.3, /, 4.2, 0.1, -9.1, -3.2, /, 7.0
- CCCS(=O)(=O)N1CCC(C(=O)Oc2ccc(OC)cc2)CC1
  -0.1, 0.2, -1.0, 0.1, 0.1, -15.0, -6.5, -5.3
- CC(C)(C)NC(=O)NCCc1ccccc1
  7.1, -1.9, -56.2, 0.4, -11.0, -5.6, /, -11.2
- COc1ccc(N(CC(=O)NC2CCCCCC2)S(=O)(=O)c2c(C)nn(C)c2C)cc1
  /, 0.2, /, /, 2.1, -4.6, -0.1, 2.0
- C[C@H](CO)N1C[C@H](C)[C@@H](CN(C)Cc2ccc3c(c2)OCO3)Oc2c(NS(=O)(=O)c3cn(C)cn3)cccc2C1=O
  1.3, -1.0&-11.0, 5.7&-4.8, -1.1&0.0, -0.4&42.3, -3.2&-43.2, -4.4&2.9, 2.5&-21.9
- CNC(=O)C[C@@H]1CC[C@H]2[C@@H](COc3ccc(NC(=O)c4cc(C)on4)cc3C(=O)N2C)O1
  0.0, -10.0, 7.2, 0.1, /, /, -5.1, -7.3
- CCNC(=S)NNC(=O)c1cc(Br)cs1
  /, /, -5.9, 0.1, -3.7, -6.1, /, 4.7
- COc1ccc(-c2oc3cc(O)c(OC)c(O)c3c(=O)c2OC)cc1
  /, -2.0, -5.3, /, 0.3, -16.6, 30.5, /
- COc1cccc(S(=O)(=O)N2CCCCN3[C@H](C2)[C@@H](c2ccc(-c4cncnc4)cc2)[C@@H]3CO)c1
  -0.5, -5.9, -4.8, 0.0, -5.4, -8.0, /, /
- C/C=C/c1cnc2c(c1)C(=O)N([C@H](C)CO)C[C@H](C)[C@H](CN(C)Cc1cccc(C(=O)O)c1)O2
  0.1, 5.9, -5.2, -1.1, 5.2, -10.3, -5.4, /
- CCCN(C)C[C@@H]1OCCCC[C@@H](C)Oc2ccc(NC(=O)CCC(F)(F)F)cc2C(=O)N([C@H](C)CO)C[C@@H]1C
  -0.1, 5.5, -12.9, 0.2, 20.0, 14.0, -2.9, /
- CC(C)OC(=O)N(C)C[C@@H]1OCc2cnnn2CCCC(=O)N([C@H](C)CO)C[C@H]1C
  0.2, 0.1&-10.8&-4.7, 18.2&8.3&-3.2, -0.1&0.3, -1.2&-7.5&9.6, 10.6&-0.6&0.8, -0.7&0.7&-5.8, -4.7&-2.4
- CC1CCN(S(=O)(=O)c2ccc3ccccc3c2)CC1
  -0.1, -6.5, /, /, /, /, 1.6, 5.7
- COc1ccc(/C=C/c2nc(S(=O)(=O)c3ccccc3)c(N(C)C)o2)cc1
  0.6, -0.5, /, 0.0, -6.0, -7.9, -2.3, 0.6
